Cdc42 wt: modulators (inhibitors or activators) of GTP binding to human Cdc42 wildtype | GST-Cdc42 beads, Bodipy-GTP binding, flow cytometry; actives lie on both sides | percent activity (GTP binding), % at 10 µM | actives 0.2% (n = 190,000) | AID 761;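 active means percent activity GTP binding at least 20 points away from the 100% baseline, either down as inhibitor or up as activator; inconclusive means compound flagged as likely green fluorescent from well-wide comparison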;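 further: median bead fluorescence of bound Bodipy-FL-GTP at 100 nM; 0% = excess unlabeled GTP control and 100% = no compound control; below 100% means less GTP binding so inhibitor and above means activator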
Target sequence (P60953 whole entry, looked up): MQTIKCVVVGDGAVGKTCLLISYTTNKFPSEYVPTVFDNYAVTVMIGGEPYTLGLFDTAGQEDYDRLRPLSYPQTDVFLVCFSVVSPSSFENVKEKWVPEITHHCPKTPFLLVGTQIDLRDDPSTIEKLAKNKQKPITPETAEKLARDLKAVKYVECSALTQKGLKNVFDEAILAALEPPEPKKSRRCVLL
Rac1 wt modul: modulators of human Rac1 wildtype GTP binding. P63000. GST-Rac1 beads, fluorescent GTP binding, flow cytometry; actives lie on both sides; 0 = cold GTP competed, 100 = untreated. GTP binding activity (% of control), % at 10 µM. actives 0.27% (n = 190,000). AID 757;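 active means GTP binding activity at least 20 points away from the 100% control level, either lower or higher; inconclusive means compound flagged as likely green fluorescent, judged across all proteins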
Rac1 mut GTP: alters GTP binding to activated mutant human Rac1; percent activity (GTP binding), % at 10 µM; GST-Rac1 activated beads, fluorescent GTP binding, flow cytometry; actives lie on both sides; 100% means binding = to untreated wells; actives 0.11% (n = 190,000); P63000;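 active means GTP binding at least 20 percentage points away from the 100% baseline, in either direction, so actives lie on both sides; inconclusive means Compound likely fluorescent itself, or too few beads counted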
Rab7 wt GTP bind: alters GTP binding to wildtype dog Rab7. GST-Rab7 beads, fluorescent GTP binding, flow cytometry; actives lie on both sides; untreated = 100%, excess cold GTP = 0%. GTP binding activity (percent of control), % at 10 µM. actives 0.055% (n = 190,000);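 active means fluorescent GTP binding to Rab7 beads changed by at least 20 points from the 100% baseline, either direction, mostly lower; inconclusive means compound itself probably fluorescent, or too few beads counted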;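 further: median green fluorescence of bound Bodipy-FL-GTP per Rab7 bead population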
Pf gametocyte: kills late stage P. falciparum gametocytes. P. falciparum stage V gametocytes, ATP luminescence, 24 h. inhibition, % at 10.9 µM. actives 0.065% (n = 150,000);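 active means inhibition above the mean plus 3 SD of compounds within the control limits, set per campaign, cut at about 38% in these data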;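 further: 0% = DMSO wells and 100% = medium only without gametocytes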
Mcl1 Noxa PPI: disrupts binding of human Mcl-1 to Noxa peptide; actives 1.5% (n = 220,000); inhibition, % at 21.7 µM; TR-FRET Mcl-1/Noxa peptide binding, 2 h; AID 1022; Q07820;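 active means compounds that cut the protein-peptide binding signal by more than 50% relative to plate controls in a single-dose test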;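 further: His-tagged Mcl-1 with rhodamine Noxa BH3 peptide and terbium anti-His antibody; 0% = Mcl-1 plus Noxa peptide wells and 100% = peptide-only wells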
Target sequence (Q07820 whole entry, looked up): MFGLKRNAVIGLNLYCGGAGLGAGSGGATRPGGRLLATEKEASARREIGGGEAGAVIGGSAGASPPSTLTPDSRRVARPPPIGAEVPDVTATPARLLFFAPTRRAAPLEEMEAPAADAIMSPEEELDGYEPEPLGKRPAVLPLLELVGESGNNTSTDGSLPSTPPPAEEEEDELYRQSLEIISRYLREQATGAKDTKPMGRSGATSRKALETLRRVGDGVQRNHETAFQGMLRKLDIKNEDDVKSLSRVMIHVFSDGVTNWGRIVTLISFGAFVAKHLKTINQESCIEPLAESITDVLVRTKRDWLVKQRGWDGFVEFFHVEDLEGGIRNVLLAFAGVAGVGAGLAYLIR
Bim-Mcl-1: inhibitors of Bim-Mcl-1 interaction, human | AID 1009 | inhibition, % at 10 µM | Q07820 | actives 0.1% (n = 190,000) | Bead-based flow cytometry, Bim peptide-Mcl-1 binding; in the data active means inhibition above about 40%;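 further: 0% = no compound tracer wells and 100% = peptide blocker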
Rab2 wt GTP: changes GTP binding to wildtype dog Rab2A, up or down; GST-Rab2 wt beads, Bodipy-GTP binding, flow cytometry; GTP binding activity, % at 10 µM; AID 760; P61105; actives 0.19% (n = 190,000);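 active means GTP binding activity at least 20 points away from 100%, either lowered or raised; inconclusive means signal likely due to the compound's own green fluorescence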;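 further: 0% = beads with excess unlabeled GTP and 100% = no-compound control corrected for plate trend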
RGS8-Gao reg: regulators of human RGS8-Galphao interaction | P09471 | multiplexed bead flow cytometry, RGS8-Galphao binding; actives lie on both sides | response (percent of control binding), % at 10 µM | actives 0.34% (n = 220,000); in the data active means response below about 60% or above about 140%; inactive means in between;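 further: Galphao activated as the GDP aluminium fluoride complex binding bead-coupled RGS8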
HRas wt GTP: modulators of GTP binding to human HRas wildtype; P01112; GST-Ras wt beads, Bodipy-FL-GTP binding, flow cytometry; actives lie on both sides; GTP binding activity, % at 10 µM; actives 0.14% (n = 190,000);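 active means GTP binding activity at least 20% away from the 100% baseline, either lowered as inhibitor or raised as activator; inconclusive means flagged as likely green fluorescent, judged across all proteins in the well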;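 further: 0% = unlabeled GTP competition control and 100% = no-compound control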
Target sequence (P01112 whole entry, looked up): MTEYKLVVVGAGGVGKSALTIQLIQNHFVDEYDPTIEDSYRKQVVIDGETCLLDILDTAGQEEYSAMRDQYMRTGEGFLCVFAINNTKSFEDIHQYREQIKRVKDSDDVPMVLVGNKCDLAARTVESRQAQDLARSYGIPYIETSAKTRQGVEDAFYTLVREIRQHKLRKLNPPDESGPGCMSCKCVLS
Mcl1-Bid inh: Mcl-1/Bid interaction inhibition | TR-FRET Mcl-1/Bid-Dy647 peptide binding, 1536-well | inhibition, % at 21.7 µM | actives 0.97% (n = 220,000) | AID 1021;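 active means compounds that cut the binding signal by more than half at the single screening dose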;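 further: His-tagged Mcl-1 with europium anti-His antibody binding Bid BH3 peptide; 0% = Mcl-1 plus peptide wells and 100% = peptide-only wells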
The depositor's hits bear a star; ? = inconclusive; / = not tested or not shown. No enrichment for hits (roughly 2.9% active in at least one column).

structure	Cdc42 wt	Rac1 wt modul	Rac1 mut GTP	Rab7 wt GTP bind	Pf gametocyte	Mcl1 Noxa PPI	Bim-Mcl-1	Rab2 wt GTP	RGS8-Gao reg	HRas wt GTP	Mcl1-Bid inh
COc1ccc(/C=N/NC(=O)CN(C2=NS(=O)(=O)c3ccccc32)c2ccccc2)cc1	99	100	98	97	4	24	-2	97	102	99	42
Cc1ccc(S(=O)(=O)Cc2ccc(C(=O)O)o2)cc1	100	101	96	98	-38	23	0	98	100	97	11
COC(=O)C1=C(C(=O)OC)C(c2cc(Cl)ccc2O)c2sc(=O)[nH]c2S1 (stereo unspecified)	97	95	96	97	/	79*	5	96	96	98	27
O=S(=O)(/N=S1/CC=CCN1S(=O)(=O)c1ccccc1)c1ccccc1 (stereo unspecified)	97	101	96	98	/	10	14	99	86	98	-3
Nc1nc2n(n1)C(c1ccco1)CC(c1ccc(F)cc1)N2 (stereo unspecified)	101	107	102	99	/	23	-1	99	100	99	-17
CCc1ccccc1N1C(=O)c2cccc3c(N4CCOCC4)c([N+](=O)[O-])cc(c23)C1=O	103	113	101	108	/	20	-2	104	95	106	6
COc1cc(C2C3C(=O)N(Cc4ccccc4)C(=O)C3ON2c2ccccc2)cc(OC)c1O (stereo unspecified)	99	99	98	96	6	18	0	98	92	98	-45
Cc1ccc(Nc2nnc(SCC(=O)Nc3ccc(S(=O)(=O)N4CCOCC4)cc3)s2)cc1	99	103	99	101	15	7	-1	103	103	102	-24

structure	Cdc42 wt	Rac1 wt modul	Rac1 mut GTP	Rab7 wt GTP bind	Pf gametocyte	Mcl1 Noxa PPI	Bim-Mcl-1	Rab2 wt GTP	RGS8-Gao reg	HRas wt GTP	Mcl1-Bid inh
N#Cc1cc2c(nc1SCc1ccncc1)CCC2	96	95	95	95	5	17	-4	95	101	99	-52
O=C(NCCc1ccccn1)c1cccc(S(=O)(=O)N2CCc3ccccc32)c1	102	106	105	104	11	4	0	107	102	107	-2
Cc1cccnc1NC(=O)Cn1nc(C)c([N+](=O)[O-])c1C	100	101	99	97	-2	-9	0	100	97	98	4
COC(=O)c1ccc(/C=N/NC(=O)C(=O)NCc2ccccc2)cc1	98	103	99	97	/	-3	-1	98	125	100	16
CSc1nc(-c2ccccc2)nc(NC(=O)C(C)C)c1C(C)=O	93	93	94	101	2	8	-28	93	86	94	-4
Cc1cc(C(=O)CSc2nnc(-c3ccc(Cl)cc3)n2C)c(C)n1CC1CCCO1 (stereo unspecified)	103	97	96	97	/	13	0	101	98	99	-54
CCc1ccc(S(=O)(=O)NCc2csc(C)n2)s1	97	99	98	96	-15	-14	-2	101	92	98	0
CCc1cc2cc(C(=O)N3CCN(c4ccccc4)CC3)sc2s1	97	99	97	100	/	-3	0	98	103	99	-10

structure	Cdc42 wt	Rac1 wt modul	Rac1 mut GTP	Rab7 wt GTP bind	Pf gametocyte	Mcl1 Noxa PPI	Bim-Mcl-1	Rab2 wt GTP	RGS8-Gao reg	HRas wt GTP	Mcl1-Bid inh
O=C(Nc1cccc(OCC(=O)N2CCOCC2)c1)C1CCCCC1	103	104	100	102	-15	-24	-2	104	100	102	-24
Cc1ccc(/C=N\NC(=O)Cn2nnc3ccccc32)o1	104	106	100	99	6	11	-117	100	103	102	-31
CCc1cc(=O)oc2c(CN3CCN(C)CC3)c(O)c(Cl)cc12	103	101	100	103	17	1	-3	104	97	105	-9
CCOc1ccc(C2Sc3ccccc3NC3=C2C(=O)OC3)cc1 (stereo unspecified)	103	107	101	102	3	-18	-4	102	96	102	-51
COc1ccc(NC(=O)c2c(Cl)n(C)c3ccccc23)cc1	100	99	99	97	/	-12	0	103	101	101	-10
COc1cc(C)c(Br)cc1S(=O)(=O)NCc1ccncc1	96	98	96	96	1	14	3	97	100	96	-30
O=P(O)(c1ccc(Cl)cc1)c1ccc(Cl)cc1	96	93	93	92	/	21	-6	92	102	96	16
O=C(CCn1c(=O)[nH]c2ccsc2c1=O)N1CC(=O)N(CCc2ccccc2)C(=O)C1	107	109	100	103	/	16	-1	103	100	104	-13

structure	Cdc42 wt	Rac1 wt modul	Rac1 mut GTP	Rab7 wt GTP bind	Pf gametocyte	Mcl1 Noxa PPI	Bim-Mcl-1	Rab2 wt GTP	RGS8-Gao reg	HRas wt GTP	Mcl1-Bid inh
CCOC(=O)c1c(C)nc2sc3c(=O)n(-c4ccc(C(C)=O)cc4)nnc3c2c1-c1ccc(Cl)cc1	95	94	94	101	/	9	0	99	107	97	-14
Cc1cc(C)cc(N2C(=O)C3CC=CCC3C2=O)c1 (stereo unspecified)	96	93	96	96	5	10	-3	94	101	98	-16
Oc1c(I)cc(Cl)c2cccnc12	99	101	98	97	/	2	3	98	100	99	2
Cc1c(-c2nn(C)c(=O)c3ccccc23)oc2ccc(F)cc2c1=O	97	100	96	96	/	13	-3	96	101	97	-16
O=S(=O)(O/N=C1\CCCc2ccccc21)c1ccc(Cl)cc1	102	102	101	100	/	-1	0	100	94	101	1
CCOc1ccc2ccccc2c1C1NC(=S)N(C)C(C)=C1C(=O)OC (stereo unspecified)	97	98	99	98	-9	9	3	96	98	97	-21
CN1CCc2c(sc3c2c(=O)n(-c2ccccc2)c2nnc(SCc4ccccc4)n32)C1	98	101	98	100	/	2	1	100	100	101	-21
NC(=O)CSc1cn(Cc2ccc(F)cc2)c2ccccc12	99	98	96	106	/	24	-2	101	101	100	-48

structure	Cdc42 wt	Rac1 wt modul	Rac1 mut GTP	Rab7 wt GTP bind	Pf gametocyte	Mcl1 Noxa PPI	Bim-Mcl-1	Rab2 wt GTP	RGS8-Gao reg	HRas wt GTP	Mcl1-Bid inh
Cc1ccc(S(=O)(=O)N(C)c2ccc(C(=O)NCc3ccccn3)cc2)cc1	97	100	97	97	-6	7	-4	96	99	97	-13
COc1ccc(OC)c(C2SCCN2S(=O)(=O)c2cccc(C(F)(F)F)c2)c1 (stereo unspecified)	101	105	98	100	/	10	-1	100	99	102	-11
COCCN1C(=O)c2oc3ccccc3c(=O)c2C1c1ccc(C(=O)OC)cc1 (stereo unspecified)	99	101	98	95	/	-11	2	99	102	97	9
COC(=O)c1sccc1NC(=O)COc1ccc(F)cc1Cl	93	96	94	98	/	1	2	97	108	95	-1
CC(=O)Oc1ccc(-c2nc(-c3cccnc3)no2)cc1	101	98	97	99	/	9	-2	99	100	99	-15
O=C(OCC(=O)N1CCc2ccccc21)c1ccccn1	96	97	97	94	-2	-7	0	96	82	94	-14
O=C(CSc1nc2ccccc2o1)Nc1nc2ccc(Br)cc2s1	99	104	99	98	-27	9	0	97	106	99	-16
N#Cc1c(NC(=O)CSc2nnc(-c3ccccc3O)n2-c2ccccc2)sc2c1CCCC2	93	92	91	93	-22	-17	-4	92	100	92	-17

structure	Cdc42 wt	Rac1 wt modul	Rac1 mut GTP	Rab7 wt GTP bind	Pf gametocyte	Mcl1 Noxa PPI	Bim-Mcl-1	Rab2 wt GTP	RGS8-Gao reg	HRas wt GTP	Mcl1-Bid inh
COc1ccc(Cc2nnc(SC)[nH]c2=O)cc1	103	106	100	100	13	13	-2	101	101	102	-29
O=C(Nc1ccc2c(c1)oc1ccccc12)c1ccc(Br)o1	102	102	95	97	12	-10	0	98	100	100	-20
Cc1ccc(Cn2c(NCCCn3ccnc3)nc3c2c(=O)n(C)c(=O)n3C)cc1	107	114	102	104	/	2	1	103	101	105	-33
CCOc1ccc(NC(=O)CN(C)CC(=O)NC(C)c2ccccc2)cc1OCC (stereo unspecified)	97	97	96	98	-9	5	-2	100	98	99	-25
CNC(=O)c1ccc(-c2ccc(F)cc2)s1	97	103	98	97	-27	8	10	99	94	98	14
Cc1ccc(/C(C#N)=C\c2ccc(N3CCOCC3)o2)cc1	89	91	94	92	-3	24	-4	91	97	93	5
CNCc1ccccc1Sc1cc(O)ccc1O	?	?	?	?	-18	99*	-2	?	97	?	40
CCC(=O)Oc1ccc(C2N(C(=O)CC)CCN2S(=O)(=O)c2ccc(C)cc2)cc1OC (stereo unspecified)	99	102	100	95	/	19	-2	100	100	98	-10

structure	Cdc42 wt	Rac1 wt modul	Rac1 mut GTP	Rab7 wt GTP bind	Pf gametocyte	Mcl1 Noxa PPI	Bim-Mcl-1	Rab2 wt GTP	RGS8-Gao reg	HRas wt GTP	Mcl1-Bid inh
COc1cc(NS(=O)(=O)c2ccc(N/C=C\C(=O)c3ccc(F)cc3)cc2)nc(OC)n1	95	97	96	100	0	24	14	95	102	97	-59
Cn1c(=O)[nH]c(=O)c2c1nc(Br)n2CC(O)COCc1ccccc1 (stereo unspecified)	103	111	100	107	16	-1	0	104	98	104	-12
CC(=O)NC(=S)c1c(N)n(Cc2ccccc2)c(=O)n(C)c1=O	98	104	99	102	/	11	-3	101	99	101	-14
COc1ccc(S(=O)(=O)N2CCC(C(=O)NCc3ccccn3)CC2)cc1OC	97	102	97	99	/	16	-5	98	102	98	-22
Cc1ccc(C(=O)Nc2ccn(Cc3ccc(F)cc3)n2)o1	98	101	97	100	/	7	-3	98	100	100	-57
COc1ccc(C(=O)NCc2nnc(SCC(=O)N3CCc4ccccc43)o2)cc1OC	98	97	96	91	2	4	-2	97	98	97	-8
CC(=O)Nc1ccc(NC(=O)C2CCCN2C(=O)Nc2ccccc2[N+](=O)[O-])cc1 (stereo unspecified)	?	?	?	?	8	-21	-5	?	91	?	-16
CC(C)(Cc1ccc(O)cc1)NC(=O)CC(=O)N=Nc1c(O)[nH]c2cc(Br)ccc12	95	96	95	102	-6	10	0	95	99	94	-24
Cc1ccc(C(=O)n2nc(-c3cccnc3)nc2N)cc1	102	105	101	102	-5	-8	-5	101	99	102	-6

Screening results deposited in PubChem BioAssay by several laboratories.
